Dengue-2 NS5 capping = flavivirus cap methylation enzyme inhibition – biochemical, confirmation dose response, primary screen (AID 588689) | Dengue-2 NS5 methyltransferase capping enzyme assay, biochemical; higher % means a stronger effect | inhibition, % at 25 µM, or IC50 in µM where a hit was titrated | 0.3% of 340,000 active; in the data active means a potency from the dose series
An asterisk follows results filed as active.

SMILES	Dengue-2 NS5 capping
NNC(=O)CN1C(=O)C2(OCCO2)c2ccccc21	2.2%
c1cc2[nH]c3ccncc3c2cn1	0.0%
CCc1cccc(CC)c1N1C(=O)CSCC1=O	-2.3%
CCCCCCN1C[C@@H](n2cc(-c3ccc(F)cc3)nn2)[C@H](O)C[C@@H]1c1ccccc1	-8.5%
CN(NS(=O)(=O)c1ccc([N+](=O)[O-])cc1)c1ccccc1	-14.4%
O=C(CCN1CCN(Cc2ccccc2)CC1)NNC(=O)c1ccc(Cl)c(Cl)c1	3.9%
C[C@@H]1CN([C@@H](C)CO)C(=O)CCCn2nncc2CO[C@H]1CN(C)Cc1ccc(C(F)(F)F)cc1	-8.7%
O=C(COC(=O)c1cc(=O)c2ccccc2o1)NCc1ccc(Cl)cc1	-10.3%
COc1ccc(-c2ccc(CN3C(C(C)C)C(=O)N(Cc4cn(Cc5ccco5)nn4)CCS3(=O)=O)cc2)cc1 (stereo not given)	-7.0%
CCOc1ccc(CCNC(=O)COC(=O)c2n[nH]c3ccccc23)cc1OCC	0.6%
Cc1cccc(NC(=O)c2cccc(S(=O)(=O)N(C)C3CCCCC3)c2)n1	-3.9%
CN(C)S(=O)(=O)n1cc(/C=C(\NC(=O)c2ccccc2F)C(=O)N2CCCCC2)c2ccccc21	0.6%
CC(C)=CC(=O)N1CCC(Oc2cccc(C(=O)NCc3ccccn3)c2)CC1	5.5%
COc1ccc(NC2CCCN(C(=O)C3=NNC(=O)CC3)C2)cc1 (stereo not given)	-1.1%
O=C(C[C@H]1C[C@@H]2c3cc(NC(=O)Nc4ccccc4)ccc3O[C@@H]2[C@@H](CO)O1)NCC1CC1	-14.2%
O=C(Nc1ccc2ccccc2c1)c1ccccc1Cl	3.5%
COc1cccc(OCC(=O)NCCS(=O)(=O)N2CCN(c3ccccc3)CC2)c1	4.4%
CC(C)OCCCNC(=O)CN1C(=O)CSc2ccc(S(=O)(=O)N3CCOCC3)cc21	0.6%
CN(CC(=O)N/N=C/c1ccc(F)cc1)S(=O)(=O)c1ccccc1	3.3%
Cc1cccc(NC(=O)c2ncn3c2C(=O)N[C@@H](C)C3)c1	0.0%
Cc1c(Cl)cccc1N=C1NC(=O)CS1	4.6%
CC(=O)N1N=C(c2ccc(Br)cc2)CC1c1cccc([N+](=O)[O-])c1 (stereo not given)	1.6%
COc1ccc(N2CCCC2=O)cc1S(=O)(=O)N1CCOCC1	-6.0%
Cc1cc(C(=O)N2CCc3ccccc32)ccc1[N+](=O)[O-]	8.2%
CCOC(=O)N(C)C[C@H]1OCc2cnnn2CCCC(=O)N([C@@H](C)CO)C[C@@H]1C	-11.6%
CCN(c1ccc(OC)cc1)S(=O)(=O)N1CCCC(C(=O)NCc2ccc(OC(C)C)cc2)C1 (stereo not given)	9.7%
CC(C)CC1C(=O)N(Cc2cn(CCC3OCCCO3)nn2)CCS(=O)(=O)N1Cc1ccc(-c2ccccc2)cc1 (stereo not given)	-2.8%
Cc1ccc(S(=O)(=O)N2CCC(C(=O)OCC(=O)N(Cc3ccccc3)C(C)C)CC2)cc1C	-0.6%
CS(=O)(=O)c1ccc(Cl)c(NC(=O)CSc2nnc3n2CCCCC3)c1	-1.1%
COc1ccc(NC(=O)CN2C(=O)NC(C)(c3ccccc3)C2=O)cn1 (stereo not given)	4.6%
CCCCN1C(=O)C(CC(=O)NC2CC2)CC(C(=O)N(C(C)C)C(C)C)=C1C (stereo not given)	2.8%
O=C(Nc1ccn(CCCN2CCN(Cc3ccc(F)cc3)CC2)c(=O)n1)OCc1ccccc1	2.2%
CCCn1c(C)cc(C(=O)CN2C(=O)c3ccccc3S2(=O)=O)c1C	-2.9%
O=C(COC(=O)c1cc(F)c(F)cc1Cl)NC1CCCCCC1	-2.2%
Cc1ccc(S(=O)(=O)N(C)C[C@@H]2OCc3cn(nn3)CCCC(=O)N([C@@H](C)CO)C[C@H]2C)cc1	-4.5%
Cc1ccc(OCCCC(=O)N(C)CC(=O)Nc2c(C)cccc2C)cc1	-1.1%
CSc1ncccc1C(=O)OCC(=O)N(C)Cc1ccc(C)cc1	4.6%
COc1cc(C=C2CN(C)C(=O)C2=O)ccc1O	2.3%
CCCc1c(C(=O)N/N=C(\CC)c2ccccc2)nnn1-c1nonc1N	-1.6%
O=C(N/C(=C/c1cccc(Br)c1)C(=O)N1CCOCC1)c1ccco1	1.1%

Some of the entries so far, bar-delimited:
mol | Dengue-2 NS5 capping
CN(C)S(=O)(=O)n1cc(/C=C(\NC(=O)c2ccccc2F)C(=O)N2CCCCC2)c2ccccc21 | 0.6%
CC(C)=CC(=O)N1CCC(Oc2cccc(C(=O)NCc3ccccn3)c2)CC1 | 5.5%
COc1ccc(NC2CCCN(C(=O)C3=NNC(=O)CC3)C2)cc1 (stereo not given) | -1.1%
O=C(C[C@H]1C[C@@H]2c3cc(NC(=O)Nc4ccccc4)ccc3O[C@@H]2[C@@H](CO)O1)NCC1CC1 | -14.2%

(further entries)
SMILES	Dengue-2 NS5 capping
C[C@H]1CN([C@@H](C)CO)C(=O)CCCn2nncc2CO[C@@H]1CN(C)C(=O)Nc1cccc2ccccc12	6.1%
C[C@@H]1CN([C@@H](C)CO)C(=O)CCCn2nncc2CO[C@H]1CN(C)C(=O)c1ccncc1	-0.6%
CN(C)S(=O)(=O)c1cccc(C(=O)N2CCN(S(=O)(=O)c3ccc4c(c3)OCCO4)CC2)c1	2.9%
COc1cc(/C=C2/SC(=S)N(CCC(=O)Nc3cccnc3)C2=O)cc(OC)c1OC	1.1%
O=C1NC(Cc2ccccc2)c2nc3ccc(Br)cc3c(=O)n2-c2cc3ccccc3cc21 (stereo not given)	-1.6%
COc1cc(C=NCc2ccccc2)ccc1O	6.9%
O=C(NCc1cccnc1)C1C2C=CC(C2)C1C(=O)Nc1cccc(C(F)(F)F)c1 (stereo not given)	0.0%
NC(=O)C1CCN(CC(=O)Nc2ccc3c(c2)OCO3)CC1	-1.7%
Cc1ccc(C(=O)OCC(=O)NCc2ccccc2)s1	-6.0%
CCOC(=O)c1cnn2c(SC)ncnc12	-5.1%

Exported field by field: part of the list above
CCCCN1C(=O)C(CC(=O)NC2CC2)CC(C(=O)N(C(C)C)C(C)C)=C1C (stereo not given)
  Dengue-2 NS5 capping: 2.8%

O=C(Nc1ccn(CCCN2CCN(Cc3ccc(F)cc3)CC2)c(=O)n1)OCc1ccccc1
  Dengue-2 NS5 capping: 2.2%

(listing goes on)
SMILES	Dengue-2 NS5 capping
COc1ccccc1-c1cnc2c(c1)C(=O)N([C@@H](C)CO)C[C@@H](C)[C@@H](CN(C)C(C)=O)O2	3.3%
CC1Cc2ccccc2N1C(=O)CSc1ccccn1 (stereo not given)	3.4%
CC(OC(=O)[C@H](C)N=C1NS(=O)(=O)c2ccccc21)C(=O)Nc1ccc(F)c(F)c1F (stereo not given in full)	0.0%
COC(=O)C1=CCCCC(O)=C1C(=O)OC	-1.7%
O=C(Cn1ccc(=O)[nH]c1=O)Nc1nccs1	3.4%
CC(C)N(C(=O)Cn1cc(S(=O)(=O)CC(=O)NCCc2ccccc2)c2ccccc21)C(C)C	5.5%
Cc1ccc(CS(=O)Cc2ccc(C(=O)NCCCc3ccccc3)o2)cc1 (stereo not given)	-1.1%
CCOC(=O)N1CCC(=NNC(N)=O)C1	1.1%
CCC[C@H]1CN(Cc2cccnc2)C(=O)[C@@H]1CC(=O)Nc1ccc(Br)cc1	-6.6%
C[C@H]1CN([C@@H](C)CO)C(=O)CCCn2nncc2CO[C@@H]1CN(C)S(=O)(=O)c1cccc(C#N)c1	-1.2%
Nc1cc(=O)n(Cc2ccco2)c(=S)[nH]1	1.7%
C[C@H](CO)N1C[C@H](C)[C@@H](CN(C)C(=O)c2cnccn2)Oc2ncc(Br)cc2C1=O	1.7%
CCC(=O)N(c1nnc(SC(C)C(=O)Nc2ccc(N3CCOCC3)cc2)s1)C1CC1 (stereo not given)	0.0%
Cc1ccc(Nc2n[nH]c(=S)s2)cc1C	-10.3%
COc1ccc(CN2CCN(Cc3c[nH]c4ccccc34)CC2)cc1OC	-7.7%
Nc1ccn([C@@H]2O[C@H](CNCc3ccc(Oc4cc(-n5cccn5)ncn4)cc3)[C@@H](O)[C@H]2O)c(=O)n1	-6.6%
COc1cccc(OC)c1C(=O)N1CCN(Cc2ccccc2F)CC1	-2.9%
CC1=C(C(=O)N(C)C)CC(CC(=O)NC2CC2)C(=O)N1CCC1=CCCCC1 (stereo not given)	1.1%
CC(C)c1cc(C(=O)OCC(=O)NC2CCS(=O)(=O)C2)c(O)c(C(C)C)c1 (stereo not given)	-2.2%
Cc1onc(-c2ccccc2)c1C(=O)NC1CCCCC1C (stereo not given)	-4.9%
O=C(Cn1sc2ccccc2c1=O)Nc1ccc(Cl)cc1	-57.4%
Cc1noc(C)c1S(=O)(=O)N(C)C[C@H]1OCc2cnnn2CCCC(=O)N([C@H](C)CO)C[C@@H]1C	-3.9%
O=C(NCc1ccccn1)C1CCN(C2CCN(Cc3cccc(F)c3)CC2)CC1	1.6%
COc1ccc(NC(=O)N(C)C[C@@H]2OCc3cnnn3CCCC(=O)N([C@H](C)CO)C[C@H]2C)cc1	0.6%
Cc1ccc([C@H]2C[C@@H](n3cc(C4CC4)nn3)[C@H](O)CN2C(=O)C2CCCCC2)cc1	-2.9%
COCc1cc(=O)n2[nH]c(C)c(-c3ccc(Cl)cc3)c2n1	1.1%
CC(=O)N1CCN(S(=O)(=O)c2cccc(C(=O)OCc3ccc(F)cc3)c2)CC1	1.6%
COc1ccc(-c2cnc3c(c2)C(=O)N([C@H](C)CO)C[C@@H](C)[C@@H](CN(C)C(=O)NC2CCCC2)O3)cc1	-6.6%
CCn1c(CC(=O)Nc2ccccc2F)nnc1SCC(=O)NC1=NCCS1	8.2%
CCN(CC)C(=O)C1=C(C)N(Cc2ccc(F)cc2)C(=O)C(CC(=O)NC2CCCCC2)C1 (stereo not given)	5.1%

As a short view, part of the list above.
SMILES	Dengue-2 NS5 capping
CCn1c(CC(=O)Nc2ccccc2F)nnc1SCC(=O)NC1=NCCS1	8.2%
CCN(CC)C(=O)C1=C(C)N(Cc2ccc(F)cc2)C(=O)C(CC(=O)NC2CCCCC2)C1 (stereo not given)	5.1%

(more compounds)
SMILES	Dengue-2 NS5 capping
COc1ccc(CNC(=O)CCNC(=O)C2CCN(S(=O)(=O)c3ccc(OC)cc3)CC2)cc1	3.9%
CC(C)(C)NC(=O)CN(C(=O)CCC(=O)Nc1nccs1)c1ccccc1F	-4.6%
Cc1c(NC(=O)COC(=O)c2cccc(F)c2)c(=O)n(-c2ccccc2)n1C	-4.4%
O=C(COC(=O)C1COc2ccccc2O1)c1ccccc1 (stereo not given)	-3.4%
C[C@@H]1CN([C@H](C)CO)C(=O)c2c(c3ccccc3n2C)-c2ccccc2CO[C@H]1CN(C)C(=O)Cc1ccccc1	1.7%
CC(=O)Nc1cccc(NC(=O)C2CCCO2)c1 (stereo not given)	-2.2%
Cc1ccc(S(=O)(=O)N2CCCCC2)cc1NC(=O)C1COc2ccccc2O1 (stereo not given)	0.6%
CCN(CC)CCNc1ccc(CO)c2oc3cc(Cl)ccc3c(=O)c12	4.6%
Clc1ccc2nc3ccccc3cc2c1	-5.7%
C[C@H](NC(=O)c1ncn2c1c(=O)[nH]c1ccccc12)c1ccccc1	-3.3%

Fetched one by one from the entries so far:
SMILES	Dengue-2 NS5 capping
C[C@H](NC(=O)c1ncn2c1c(=O)[nH]c1ccccc12)c1ccccc1	-3.3%
COc1ccc(CNC(=O)CCNC(=O)C2CCN(S(=O)(=O)c3ccc(OC)cc3)CC2)cc1	3.9%
CCN(CC)CCNc1ccc(CO)c2oc3cc(Cl)ccc3c(=O)c12	4.6%
Cc1ccc(S(=O)(=O)N2CCCCC2)cc1NC(=O)C1COc2ccccc2O1 (stereo not given)	0.6%

(further entries)
SMILES	Dengue-2 NS5 capping
CCOc1ccc(Nc2ccc(S(=O)(=O)N3CCOCC3)cc2[N+](=O)[O-])cc1	-1.1%
O=C(CC1CC2CCC1C2)N1CCN(S(=O)(=O)c2ccc(C(F)(F)F)cc2)CC1 (stereo not given)	0.6%
O=C(OCc1cn([C@H]2C[C@H](c3ccc(Cl)cc3)N(Cc3cccs3)C[C@@H]2O)nn1)c1ccccc1	-3.4%
CCCCN1C(=O)C(CC(=O)NCCc2ccccn2)CC(C(=O)N(CC)CC)=C1C (stereo not given)	-1.1%
COC(=O)[C@H](CC(C)C)NS(=O)(=O)c1ccc(F)cc1Br	0.0%
O=C(NCCNc1ccc([N+](=O)[O-])cc1)c1ccccc1Cl	6.9%
COc1ccc(C(=O)Nc2ccc3nc4n(c(=O)c3c2)CCCCC4)cc1OC	-3.9%
COc1cc(-c2cc(C(=O)O)c3cc4ccccc4cc3n2)cc(OC)c1OC	-5.8%
O=C(Nc1ccc2c(c1)CN(C(=O)Nc1ccc(F)cc1)CC2)c1ccccn1	5.0%
Cc1cc(=O)c2c(N(C)C)cccc2[nH]1	7.4%
CC(=O)Nc1ccc(S(=O)(=O)N[C@@H](C)C(=O)OCC(=O)c2ccc(Br)s2)cc1	-5.5%
Cc1cc(OCC(=O)OCC(=O)N(Cc2ccccc2)C(C)(C)C)ccc1Cl	-9.3%
O=C(NCc1ccc(Cl)cc1)N1CCN(C(=O)c2ccccc2)CC1	-4.0%
O=C(O)C(CCc1ccccc1)N1CCOCC1 (stereo not given)	2.9%
CN(Cc1ccccc1)C(=O)CCN1C(=O)c2cccc([N+](=O)[O-])c2C1=O	-5.1%
CN(C)S(=O)(=O)c1ccc2c(c1)nc(CCC(=O)NCC(=O)Nc1ccc(F)c(F)c1F)n2C	1.7%
O=C(NCc1cc2ccccc2[nH]1)C1CCC(=O)N(CC2CCCCC2)C1 (stereo not given)	8.2%
COc1cccc(-n2c(SCC(=O)NC3CC3)nc3ccccc3c2=O)c1	-5.7%
COC1OC2COC(c3ccccc3)OC2C(NC(C)=O)C1OC(C)=O (stereo not given)	-1.7%
COCCCNC(=S)N1CCN(c2nc(-c3ccc(Cl)cc3)cs2)CC1	4.0%
COc1ccc(C(=O)N2C=Cc3ccccc3C2C(N)=O)cc1 (stereo not given)	-4.6%
CC1=CC(C)C(=O)N(CCN2CCOCC2)C(C)=C1 (stereo not given)	1.7%
O=C(COC(=O)c1cc(S(=O)(=O)N2CCOCC2)ccc1F)Nc1ccccc1C(F)(F)F	-1.7%
C[C@@H]1CN([C@@H](C)CO)C(=O)CCCn2nncc2CO[C@@H]1CN(C)S(=O)(=O)c1ccc(Cl)cc1	-1.7%
O=C(COC(=O)c1cccc(-n2cnnn2)c1)c1ccc(F)c(F)c1	1.1%
C=CCn1c(SCC(=O)Nc2cc(C)on2)nc2ccccc21	-3.3%

Not all compounds are listed (hit frequency here may not be typical).
